Dengue-2 NS5 capping = Dengue-2 NS5 methyltransferase inhibitors, primary screen, biochemical, confirmation dose response (AID 588689) | Dengue-2 NS5 methyltransferase capping enzyme assay, biochemical; higher % means a stronger effect | one-dose inhibition, % at 25 µM; IC50 in µM for titrated hits | 0.3% of 340,000 active; in the data active = a potency from the dose series; inconclusive = inhibition above about 29% without an active follow-up result
Yfh1-depleted yeast = enhancers of respiration in Yfh1-depleted yeast, dose response, Friedreich's ataxia, plus single-dose screen (AID 1465); S. cerevisiae Yfh1-off respiration, WST-1 reduction, 72 h; higher fold induction means a stronger effect; fold induction at 50 µM; hits with a dose series show EC50 in µM; 0.074% of 220,000 active;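 active = fold induction of absorbance versus untreated yeast above a set limit, then at least 30% activation at any dose in follow-up; inconclusive = repeats straddling the limit, or above it without dose testing; inactive = fold induction below the set limit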;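 note: activators that raise dye reduction in frataxin-depleted yeast; strong numbers were not always called active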
GPR35 arrestin U2OS = GPR35 antagonists blocking zaprinast-driven arrestin recruitment, primary screen, imaging, U2OS, beta-arrestin-GFP, zaprinast agonist (AID 2058). U2OS GPR35 beta-arrestin-GFP translocation imaging, zaprinast antagonism; higher % means a stronger effect. inhibition, % at 10 µM; hits with a dose series show IC50 in µM. 0.052% of 290,000 active;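 active = inhibition of at least 50% with at least 30 cells and total cytoplasm GFP at most 10,000,000; inconclusive = under 30 cells or total GFP of 10,000,000 plus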
AID2073 = inhibitors of Mint1-CaV2.2 protein interaction, biochemical, HTRF (AID 2073) | one-dose inhibition, % at 20 µM; IC50 in µM for titrated hits | Voltage-dependent N-type calcium channel subunit alpha-1B (Homo sapiens) | 0.19% of 290,000 active | HTRF protein-protein interaction, Mint1-CaV2.2; higher % means a stronger effect; in the data active = inhibition mostly above about 51%, no sharp cut-off; inconclusive = no clear call, values can overlap the other calls; inactive = mostly below about 53%; note: some results filed as inactive read as strong as hits
MgcRacGAP inhibition = MgcRacGAP GTPase-activating activity inhibitors, confirmation, biochemical, ADP Hunter fluorescence; Rac GTPase-activating protein 1 (Homo sapiens); MgcRacGAP-stimulated Rac1 GTP hydrolysis, ADP Hunter fluorescence; higher % means a stronger effect; GST-tagged Rac1 F28L mutant substrate; one-dose inhibition, % at 30 µM; IC50 in µM for titrated hits; 0.6% of 340,000 active; AID 624330, 2012;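 active = first-screen hits whose inhibition reached a set limit at any dose in the follow-up dose series; inconclusive = inhibition above the set first-screen limit but never retested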;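 note: fluorescence reports GDP produced by GAP-driven GTP hydrolysis; strong numbers were not always called active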
NTR1 ag = agonists of NTR1, primary screen, imaging, U2OS cells, beta-arrestin-GFP, high content (AID 493036); Neurotensin receptor type 1 (Homo sapiens), P30989; NTR1-U2OS beta-arrestin-GFP spot imaging, agonist mode; activation, % at 20 µM; 0.17% of 330,000 active;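 active = activation at or above 40% of the spot to cytoplasm intensity ratio, with at least 20 cells analyzed; inconclusive = wells under 20 cells, flagged as cytotoxic or low count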;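 note: 0% = DMSO without peptide and 100% = 100 nM NTR1 peptide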
Target sequence (P30989 whole entry, looked up): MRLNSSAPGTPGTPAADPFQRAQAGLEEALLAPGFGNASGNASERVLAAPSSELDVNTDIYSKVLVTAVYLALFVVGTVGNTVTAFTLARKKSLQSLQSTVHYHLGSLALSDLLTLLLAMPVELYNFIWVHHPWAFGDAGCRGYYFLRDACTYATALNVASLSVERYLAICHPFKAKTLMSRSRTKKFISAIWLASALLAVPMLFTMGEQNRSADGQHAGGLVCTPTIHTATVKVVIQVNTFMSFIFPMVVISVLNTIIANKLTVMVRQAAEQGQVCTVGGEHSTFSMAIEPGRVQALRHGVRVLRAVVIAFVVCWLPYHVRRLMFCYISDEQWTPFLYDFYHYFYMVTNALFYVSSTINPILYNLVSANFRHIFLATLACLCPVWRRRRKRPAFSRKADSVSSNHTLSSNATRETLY
GPR55 LPI antagonism = GPR55 antagonists blocking LPI-driven arrestin recruitment, primary screen, imaging, U2OS, beta-arrestin-GFP, LPI agonist (AID 2013); G-protein coupled receptor 55 (Homo sapiens); U2OS GPR55 beta-arrestin-GFP translocation imaging, LPI antagonism; higher % means a stronger effect; inhibition, % at 10 µM, or IC50 in µM where a hit was titrated; 0.13% of 290,000 active;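 active = spots per cell inhibited over 60%, with over 100 cells counted and total cytoplasm intensity under 500,000; inconclusive = wells with under 100 cells, flagged as likely toxic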;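 note: U2OS cells stably carrying GPR55 and arrestin-GFP stimulated by 5 µM LPI near EC80; imaged beta-arrestin-GFP aggregate spots per cell after agonist stimulation; plate controls were LPI-stimulated DMSO wells for no effect and DMSO wells without LPI for full effect; some results filed as inactive read as strong as hits; confirmed hits need IC50 under 10 µM and bright autofluorescent wells are also inconclusive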
Large T inhibition = SV40 large T antigen inhibitors, biochemical (AID 1903). SV40 large T antigen ATPase/helicase inhibition assay; higher % means a stronger effect. inhibition, % at 20 µM; hits with a dose series show IC50 in µM. 0.39% of 310,000 active; in the data active = a potency from the dose series; inconclusive = inhibition mostly from about 32% at the one dose, without a potency; inactive = the rest, 99 in 100 with inhibition below about 32%; note: strong numbers were not always called active
GPR55 beta-arrestin = GPR55 agonists via beta-arrestin recruitment, primary screen, imaging, U2OS cells, beta-arrestin-GFP redistribution (AID 1961); G-protein coupled receptor 55 (Homo sapiens); U2OS GPR55 beta-arrestin-GFP redistribution imaging; higher % means a stronger effect; activation, % at 10 µM, or EC50 in µM where a hit was titrated; 0.048% of 290,000 active;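 active = activation above 40% with more than 50 cells counted in the well; inconclusive = wells holding fewer than 50 cells, flagged as toxic or sparse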;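 note: U2OS osteosarcoma cells stably expressing GPR55 and beta-arrestin-GFP; plate controls were DMSO negative control for no effect and LPI positive control for full effect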
NTR1 ag cell count 20 µM = second read-out of NTR1 ag, no call of its own (marks repeat the call); cell count; measured here: cell count, cytotoxicity flag
Dengue-2 NS5 capping pilot replicate = also measured in Dengue-2 NS5 capping; calls as there; inhibition, %; measured here: pilot screen replicate inhibition
An asterisk follows results filed as active; i = inactive; u = inconclusive; x = no result given; & = joins results of further samples.

SMILES	Dengue-2 NS5 capping	Yfh1-depleted yeast	GPR35 arrestin U2OS	AID2073	MgcRacGAP inhibition	NTR1 ag	NTR1 ag cell count 20 µM	GPR55 LPI antagonism	Large T inhibition	GPR55 beta-arrestin	others
O=C(NCCCn1ccnc1)C(Cc1ccccc1)N1C(=O)c2ccccc2C1=O (stereo not drawn)	-4%	i	-9%	-21%	11%	0.1	65	-8%	3%	0.2%
COc1ccc(CNc2nccs2)cc1	-2%	x	9%	-4%	10%	-0.9	61	0%	7%	-0.1%
CCNc1nc(NCC)n2c(SCC(=O)Nc3ccc(C)c(C)c3)nnc2n1	2%	x	x	x	6%	-1.6	60	x	4%	x
COc1ccc(-c2csc3ncn(Cc4ccccc4)c(=O)c23)cc1	-3%	x	15%	-10%	3%	-0.2	60	6%	-7%	-0.1%	Dengue-2 NS5 capping pilot replicate=-3.7
COc1ccc(S(=O)(=O)Nc2c(O)c3ccccc3oc2=O)cc1	2%	x	-5%	7%	7%	-0.2	49	-8%	3%	-0.3%
COC(=O)C1CCCN1C(=O)C12CC3CC(CC(C3)C1)C2 (stereo not drawn)	-10%	x	7%	-4%	-13%	1.3	65	x	6%	0.3%
O=C(CCc1nnc2ccc(N3CCC4(CC3)OCCO4)nn12)N1CCCCC1	5%	x	-4%	13%	10%	-0.2	62	0%	8%	0.1%
O=C(NCc1ccc(OC(F)(F)F)cc1)C1CC(c2cccc(F)c2)=NO1 (stereo not drawn)	-4%	i	0%	-7%	2%	0.0	59	-11%	9%	-0.1%
O=C(O)Cc1ccc(NC(=S)Nc2ccc(Br)cc2Cl)cc1	-14%	i	-5%	-19%	11%	-0.4	57	4%	4%	-0.1%
CN(C)S(=O)(=O)c1ccc(C(=O)Nc2ccccc2[N+](=O)[O-])cc1	-1%	i	0%	-4%	6%	0.6	54	-2%	1%	0.0%
O=C(c1ccco1)N1CCN(S(=O)(=O)c2ccc(Oc3ccccc3)cc2)CC1	-6%	i	-7%	-2%	-1%	4.3	51	8%	17%	0.6%
CN(C)/C=C(\C#N)C(=O)c1cccnc1Oc1cccc(F)c1	-5%	i	19%	1%	4%	1.7	70	11%	8%	0.2%
CC(NS(=O)(=O)c1ccc(OCC(=O)NCc2cccnc2)cc1)c1ccccc1 (stereo not drawn)	-11%	x	-4%	5%	7%	0.7	58	76%	5%	0.2%
Cc1ccccc1N1CCN(S(=O)(=O)c2ccccc2)CC1	-1%	i	-8%	0%	11%	2.5	90	3%	7%	-0.3%	Dengue-2 NS5 capping pilot replicate=3.3
CCNC(=S)N(CCN(CC)CC)Cc1cc2cc3c(cc2[nH]c1=O)OCCO3	-2%	x	-4%	0%	5%	-0.8	59	7%	4%	-0.4%
COC(=O)c1c(C)nn(-c2ccc(OC(F)(F)F)cc2)c1-c1snnc1C	x	i	9%	1%	x	0.7	47	2%	2%	0.4%
COc1ccc(NC(=O)CN2CCc3ccccc3C2)cc1S(=O)(=O)N1CCOCC1	-1%	i	13%	-5%	-10%	1.3	50	0%	18%	-0.4%
CCCn1c(C(O)c2cc(OC)c(OC)c(OC)c2)nc2ccccc21 (stereo not drawn)	6%	x	1%	7%	13%	-0.1	68	3%	-1%	-0.1%
COc1ccc(CCNC(=O)c2cc3c(=O)n4ccccc4nc3n(CCN3CCOCC3)c2=N)cc1	-6%	x	18%	2%	17%	1.3	73	0%	0%	-0.1%
O=C(NC(=S)Nc1ccc(S(=O)(=O)Nc2nccs2)cc1)c1ccccc1F	0%	i	-8%	-12%	15%	0.6	69	10%	3%	-0.4%
CC(C)(CC(=O)O)CC(=O)N1CCN(c2nc3cc(Cl)ccc3s2)CC1	-4%	x	-5%	6%	11%	-0.4	99	8%	27%	0.3%
CCOC(=O)c1nnn(-c2nonc2N)c1COc1ccccc1	-6%	i	2%	9%	-1%	-0.7	39	-4%	4%	-0.1%
CC(=O)N1c2ccc(S(=O)(=O)N3CCC(C(=O)NCc4ccc(F)cc4)CC3)cc2CC1C (stereo not drawn)	-2%	x	4%	3%	8%	-0.4	43	9%	8%	-0.2%
Cn1c(=S)[nH]c(=O)c2ncc(=O)[nH]c21	-5%	i	27%	-2%	9%	-0.5	95	-4%	0%	0.2%
CCC(C)c1ccc2oc(-c3ccc(NC(=O)Cn4cnc5c(=O)n(C)c(=O)n(C)c54)cc3)nc2c1 (stereo not drawn)	-3%	i	-12%	2%	10%	0.4	83	0%	3%	-0.1%

Next part
SMILES	Dengue-2 NS5 capping	Yfh1-depleted yeast	GPR35 arrestin U2OS	AID2073	MgcRacGAP inhibition	NTR1 ag	NTR1 ag cell count 20 µM	GPR55 LPI antagonism	Large T inhibition	GPR55 beta-arrestin	others
O=C(CC(NS(=O)(=O)c1ccc(Cl)cc1)c1ccco1)N1CCc2ccccc21 (stereo not drawn)	-3%	i	1%	-10%	8%	1.8	48	3%	-12%	0.2%
COc1ccc(Cl)cc1NC(=O)CCn1c(=O)oc2ccccc21	-4%	x	-14%	-3%	3%	2.0	58	1%	6%	-0.1%
CCCN1C2=C(C(=O)CCC2)C(c2ccc(O)c(Br)c2)C2=C1CCCC2=O	-2%	i	-17%	1%	6%	1.2	80	2%	2%	-0.4%
O=C(COC(=O)CNS(=O)(=O)c1ccccc1)NC12CC3CC(CC(C3)C1)C2	-2%	i	11%	2%	1%	0.6	41	-6%	-5%	0.6%
Clc1ccccc1-c1nc(-c2cccnc2)no1	4%	i	-10%	0%	7%	0.3	63	-9%	1%	-0.1%
COc1cccc(-c2cc(C(F)(F)F)nc(-n3cc(Cl)cn3)n2)c1	1%	i	-8%	12%	1%	x	x	21%	6%	0.0%
CCN(CC)C(=O)CSc1nc(O)c(Cc2ccccc2)c(=O)n1-c1ccccc1C	4%	i	19%	-2%	3%	-0.1	55	11%	5%	-0.1%
CCn1c(=O)c2cc(C(=O)Nc3cc(C)on3)sc2c2ccccc21	-4%	x	-7%	7%	0%	2.3	88	-4%	3%	-0.1%
COc1cc(OC)cc(C(=O)N2CCN(c3ncccn3)CC2)c1	-6%	i	-9%	4%	5%	23	90	8%	14%	-0.1%	Dengue-2 NS5 capping pilot replicate=1.2
CCCCCSc1ncccc1C(=O)O	3%	i	-14%	6%	4%	0.5	47	1%	4%	-0.1%
COc1cc(=O)[nH]c(SCC(=O)Nc2ccc3ccccc3c2)n1	-15%	x	11%	4%	3%	0.1	52	14%	11%	-0.2%
OCC1(Cc2ccccc2)CCCN(Cc2cn[nH]c2-c2ccccc2)C1 (stereo not drawn)	-4%	i	-1%	9%	3%	-1.0	44	-4%	0%	-0.2%
O=S(=O)(Cc1nnnn1-c1ccc(Br)cc1)c1ccc(F)cc1	-1%	x	5%	1%	3%	1.1	58	-20%	3%	-0.1%
O=c1[nH]c2cc3c(cc2cc1CN(Cc1cccs1)Cc1nnnn1Cc1ccco1)OCCO3	7%	i	-16%	48%	10%	2.6	41	-5%	u	1.0%
O=C(NCCc1ccccc1)C1CCC(Cn2c(=O)c3ccccc3n(Cc3cccc(Cl)c3)c2=O)CC1 (stereo not drawn)	-5%	x	x	x	-4%	4.3	57	x	12%	x
CN(C)CCCN(C(=O)c1ccc(S(=O)(=O)N(C)Cc2ccccc2)cc1)c1nc2c(F)cccc2s1	-5%	x	-6%	6%	1%	0.8	54	17%	14%	-0.1%
O=C(Nc1cc(Cl)ccc1Cl)C1CCCO1 (stereo not drawn)	14%	x	4%	10%	12%	0.6	77	-20%	7%	-0.1%
COc1ccc(/C=C2\N=C(C)OC2=O)cc1OC	-14%	x	22%	-2%	-10%	0.8	90	1%	-9%	0.0%
O=C1CCC(CCC(=O)N2CCCC(C(=O)c3ccc4c5c(cccc35)CC4)C2)=NN1 (stereo not drawn)	-1%	i	2%	-10%	2%	3.8	85	-12%	5%	-0.3%
Cc1ccccc1-c1nc(CS(=O)(=O)CC(=O)NCc2ccc3c(c2)OCO3)c(C)o1	-5%	i	12%	3%	6%	7.3	59	8%	0%&7%	-0.1%
CC1CN(C(=O)c2cc([N+](=O)[O-])cc([N+](=O)[O-])c2)CC(C)O1 (stereo not drawn)	-5%	i	15%	8%	14%	1.2	38	15%	17%	0.2%
NC(=O)N1CCCC1C(=O)Nc1ccc(Cl)c(Cl)c1 (stereo not drawn)	-6%	x	-3%	-3%	3%	-2.3	80	1%	26%	0.7%
Cc1cc(OCc2cc(C(=O)NCC3(C)COC3)no2)cc(C)c1Cl	1%	x	-1%	0%	10%	0.4	53	12%	18%	-0.1%
CC1CCCCN1Cc1ccc(-c2nnn(CC(=O)NC3CCCCC3)n2)cc1 (stereo not drawn)	2%	i	-18%	10%	-2%	0.0	93	6%	8%	-0.4%
CCOc1cc(C=O)ccc1OCC(=O)N1CCCC1	-15%	i	15%	-1%	4%	3.2	35	13%	24%	0.2%
COc1coc(C(O)C[N+](=O)[O-])cc1=O (stereo not drawn)	28%	i	5%	-12%	1%	-2.0	81	-9%	12%	-0.5%
COC(=O)c1ccc(NC(=S)NNC(=O)c2ccccc2)cc1	-27%	i	6%	0%	-5%	-0.1	57	3%	16%	0.2%
CCc1ccc(NC(=O)Cn2c(=O)n(CCCC(=O)NCc3ccco3)c(=O)c3ccccc32)cc1	-2%	i	9%	4%	8%	7.7	70	13%	3%	0.0%
O=C1CN(C(=O)COC(=O)CCSc2ccccc2Cl)c2ccccc2N1	-7%	x	8%	-2%	4%	-0.5	60	21%	1%	-0.1%
COc1cc(NC(=O)NCC2CCN(Cc3ccc(C)cc3)CC2)cc(OC)c1OC	1%	x	1%	-2%	x	-0.3	45	8%	2%	-0.1%
